# EBI2 antag = EBI2 (human) antagonism. P32249. EBI2 beta-arrestin recruitment, luminescence, 7a,25-OHC stimulated. inhibition, % at 5 µM. 360,000 tested, 0.81% active. AID 651636; in the data active = inhibition above about 38%;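 note: enzyme fragment complementation signal reports receptor beta-arrestin coupling in cells; 0% = agonist plus DMSO wells and 100% = wells without agonist; some results beyond the cut were filed as inactive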
# Target sequence (P32249 whole entry, looked up, the tested form may be a part): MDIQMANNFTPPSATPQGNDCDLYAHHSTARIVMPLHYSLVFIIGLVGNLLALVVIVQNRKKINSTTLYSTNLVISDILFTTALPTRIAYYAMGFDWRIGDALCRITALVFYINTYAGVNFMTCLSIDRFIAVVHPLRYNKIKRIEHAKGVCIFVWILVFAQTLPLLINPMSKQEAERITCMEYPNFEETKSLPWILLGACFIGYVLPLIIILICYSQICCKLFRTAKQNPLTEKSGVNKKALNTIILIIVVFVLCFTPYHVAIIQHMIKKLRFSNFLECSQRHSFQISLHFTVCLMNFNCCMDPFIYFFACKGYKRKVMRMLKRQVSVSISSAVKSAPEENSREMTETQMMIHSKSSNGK
# CXCR6 inh = blocks human CXCR6 beta-arrestin recruitment. 360,000 tested, 0.36% active. O00574. CHO-K1 PathHunter CXCR6 beta-arrestin, luminescence. inhibition, % at 20 µM; in the data active = inhibition above about 34%, passing the limit was not always enough;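 note: antagonist mode with CXCL16 agonist at 10 nM final; 0% = 10 nM CXCL16 with DMSO and 100% = unstimulated wells without agonist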
# 697 NFkB inh = lowers PMA/ionomycin-induced NF-kB signal in 697 B cells. 697 B-cell NF-kB luciferase reporter, 16 h. inhibition, % at 4 µM. 330,000 tested, 0.33% active; in the data active = inhibition above about 35%
# Gli-Sufu block = Gli-Sufu pathway antagonism; AID 588413; 340,000 tested, 0.74% active; Sufu-KO-LIGHT fibroblasts, Gli luciferase reporter luminescence; inhibition, % at 5 µM;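 active = inhibition above about 55%, limit read from the data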;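 note: 0% = DMSO-treated cells and 100% = wells with medium but no cells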
# CCR6 antag = CCR6 (human) receptor antagonism. CHO-K1 CCR6 PathHunter beta-arrestin, luminescence, CCL20-stimulated. 340,000 tested, 0.49% active. inhibition, % at 20 µM. P51684;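 active = compounds whose inhibition of the agonist-driven luminescence signal at 20 µM reaches about 50%, limit read from the data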;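 note: cells stimulated with CCL20 at 14 nM final; plate controls were DMSO with CCL20 for no effect and DMSO without agonist for full effect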
# UBC13 inh = human UBC13 polyubiquitination inhibition. P61088. UBC13 polyubiquitin chain formation, TR-FRET. inhibition, % at 20 µM. 330,000 tested, 0.47% active. AID 485273; in the data active = inhibition above about 45%, passing the limit was not always enough
# Target sequence (P61088 whole entry, looked up): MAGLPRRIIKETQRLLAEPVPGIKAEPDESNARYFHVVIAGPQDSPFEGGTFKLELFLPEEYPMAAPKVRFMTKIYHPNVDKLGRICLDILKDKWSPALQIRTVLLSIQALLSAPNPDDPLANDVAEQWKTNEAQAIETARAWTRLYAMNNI
# APJ antag = blocks the human apelin receptor APJ | P35414 | CHO-K1 APJ beta-arrestin complementation, luminescence | inhibition, % at 20 µM | 330,000 tested, 0.32% active | AID 2521;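 active = inhibition above about 40% at 20 µM, limit read from the data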;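 note: cells challenged with 10 nM apelin-13 agonist together with compound; plate controls were apelin-13 plus DMSO wells for no effect and DMSO wells lacking apelin-13 for full effect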
# Target sequence (P35414 whole entry, looked up): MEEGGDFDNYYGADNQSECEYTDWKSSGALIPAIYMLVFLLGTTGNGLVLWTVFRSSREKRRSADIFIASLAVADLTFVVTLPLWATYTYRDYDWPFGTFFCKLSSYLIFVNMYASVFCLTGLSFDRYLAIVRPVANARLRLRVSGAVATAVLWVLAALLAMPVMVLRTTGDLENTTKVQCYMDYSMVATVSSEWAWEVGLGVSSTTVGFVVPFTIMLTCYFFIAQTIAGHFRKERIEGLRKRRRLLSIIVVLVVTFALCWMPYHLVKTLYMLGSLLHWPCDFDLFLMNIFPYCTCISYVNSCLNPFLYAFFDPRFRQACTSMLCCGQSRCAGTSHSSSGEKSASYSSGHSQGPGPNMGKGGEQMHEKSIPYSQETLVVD
# Jurkat NFkB inh = lowers PMA/ionomycin-induced NF-kB signal in Jurkat cells | 330,000 tested, 0.53% active | AID 435003 | PMA/ionomycin-induced NF-kB luciferase reporter, luminescence | inhibition, % at 4 µM; in the data active = inhibition above about 50%
# * hit, by the source's call; . = not tested or not shown.
SMILES,EBI2 antag,CXCR6 inh,697 NFkB inh,Gli-Sufu block,CCR6 antag,UBC13 inh,APJ antag,Jurkat NFkB inh
CCOc1cc(C#N)ccc1OCC(=O)N1CCc2ccccc2C1,9,-5,-68,-6,8,3,12,-17
CCOC(=O)C(C)N1N=C(/C=C/c2ccc(C)cc2)CCC1=O (stereo unspecified),4,3,-25,1,25,-8,-14,-10
COc1ccc(NC(=O)c2ccc(COc3ccccc3)o2)cc1,10,-8,13,8,16,11,-9,0
CCC(Sc1ccc2nnc(-c3ccc(OC)c(OC)c3)n2n1)C(=O)O (stereo unspecified),-1,2,-8,0,-16,-7,31,-15
CCOc1ccc(N2CC(C(=O)Nc3cccc(S(=O)(=O)N4CCCCC4)c3)CC2=O)cc1 (stereo unspecified),39,-5,3,0,-16,5,-8,1
Cc1ccc(Nc2cc(C)nn2-c2nc(C)cc(=O)[nH]2)cc1,90*,64*,-107,92*,82*,-28,87*,97*
C/C(CC(=O)NCc1ccco1)=N\NC(=O)CC#N,-9,-8,14,-8,-5,4,16,8
CC(C)C1N(C(=O)N2CCOCC2)CCN1S(=O)(=O)c1ccccc1 (stereo unspecified),-1,6,-3,3,9,5,22,11
CN(C/C=C/c1ccccc1)Cc1cccc2ccccc12,9,-5,17,4,17,4,6,0
Cc1ccc(CNC(=O)c2ccc(CS(=O)Cc3cccc(Cl)c3)o2)cc1 (stereo unspecified),6,2,-13,-8,11,-2,16,10
CCc1ccccc1NC(=O)N1CCCc2ccccc21,-2,-4,6,7,10,-7,-31,-10
Nc1ncnc2c1nc(SCCO)n2Cc1ccccc1,-3,6,-9,-4,12,45,11,-9
CC(C)(C)NC(=O)Cn1nnc(-c2ccccc2Cl)n1,-6,2,-49,-33,1,-2,-12,-37
COc1cc(C(=O)OCC(=O)NC(=O)NC2CCCCC2)cc(Cl)c1OC,-3,-6,12,-4,-5,10,-48,4
CCOc1ccc(OCCOCCOc2ccccc2Cl)cc1,5,-2,10,-9,20,-6,3,-2
O=C1c2ccccc2C(=O)N1CCOCCN1C(=O)c2ccccc2C1=O,-11,3,8,18,5,12,-4,14
COc1cccc(-n2ccnc2SCC(=O)Nc2nccs2)c1,7,8,-14,-4,-1,-3,11,-7
COc1ccc([C@H]2CC(=O)C=C(c3ccc(SC)cc3)C2)cc1OC,28,10,5,14,20,8,-13,39
N/C(=N\OC(=O)CC1CCCCC1)c1ccncc1,-11,0,-16,-6,8,-10,-13,-12
Cc1ccccc1CSCCNC(=O)COc1ccc(Cl)cc1,55*,6,20,9,19,-6,-12,2
COc1ccc(C2(CNC(=O)CCC(=O)O)CCCC2)cc1OC,-8,1,-3,-2,11,-4,-4,-3
O=C(CN1CCC(NC(=O)Cc2ccccc2)CC1)Nc1ccccc1Br,6,5,-12,6,12,1,1,6
CCN(CC)C(=O)c1sc2nc(-c3cccs3)cc(-c3ccc(Cl)cc3)c2c1N,9,5,-5,25,17,-13,10,-25
O=C(NCc1cccnc1)Nc1ccc2c(c1)OCO2,-12,3,-6,-25,-4,-14,-1,-16
O=C1NCCCC1C(=O)N/N=C/c1cc([N+](=O)[O-])ccc1O (stereo unspecified),2,17,-14,26,45,-23,15,-5
COC(=O)N/N=C(\C)c1ccc(C)c([N+](=O)[O-])c1,-13,10,10,-16,15,19,1,-2
COc1ccccc1OCCn1cc(/C=N/NC(=O)c2ccncc2)c2ccccc21,9,4,8,5,7,-10,-39,3
O=c1c2ccccc2oc2cc(C#Cc3ccccn3)ccc12,39,-2,-254,-112,0,-14,-71,-182
Cc1ccc(OCC(=O)NC(=S)Nc2cccc(NC(=O)c3ccc(Cl)cc3Cl)c2)cc1,24,18,-4,2,30,-15,5,23
NC(=O)C1CCN(C2CC(=O)N(Cc3ccc(N4CCCC4=O)cc3)C2=O)CC1 (stereo unspecified),-3,3,-2,2,-6,9,-5,-10
CCOCCCNC(=S)NCCNc1nc2ccc(C)cc2cc1C#N,0,4,.,16,2,.,.,.
CCOc1ccc(S(=O)(=O)NCCC(=O)N2CC(C)CC(C)C2)cc1 (stereo unspecified),-9,-4,-17,-16,6,-5,-29,7
COc1ccc(CCCc2nnc(SCC(=O)Nc3ncc(C)s3)o2)cc1,-6,-6,5,2,7,8,-10,11
Cc1nnc(SCC(=O)NNC(=O)c2ccco2)s1,-13,-2,14,-14,-2,0,19,-5
Cc1cccc(C)c1NC(=O)CCS(=O)(=O)c1ccc(Br)cc1,2,8,-3,20,-7,6,11,-15
Nc1nc(-c2ccc(F)cc2)cc(C(F)(F)F)n1,-4,-9,-13,4,-3,-1,5,-6
Cn1cnc2cc(NCc3ccccc3Cl)ccc21,0,-1,-56,-35,8,2,-1,-43
Cc1ccc(N(C)C(=O)c2cc(S(=O)(=O)N3CCc4ccccc43)cn2C)cc1,17,-6,-13,7,10,12,12,3
O=C(OCC(=O)N1CCN(C(=O)c2ccco2)CC1)c1cc(S(=O)(=O)Nc2ccc(Cl)cc2)ccc1O,5,5,6,-4,-4,0,6,4
C[C@]12c3[nH]c4ccccc4c3CCN1C(=O)C(CC(=O)NCCCn1ccnc1)C[C@@H]2C(=O)N1CCOCC1 (stereo partly specified),-10,-1,1,2,-6,-13,-20,-12
Cc1cc(OCC(O)CN2CCOCC2)cc(C)c1Cl (stereo unspecified),13,4,0,10,0,2,-17,-3
C/C(=N/NC(=O)c1ccco1)c1cccnc1,-9,-2,-11,-11,10,-30,10,-16
O=C(C1CC(=O)N(C2CCCC2)C1)N1CCN(c2cccc(Cl)c2)CC1 (stereo unspecified),-2,-2,-5,-1,1,-2,-8,13
Cc1ccc(CCC(=O)Nc2ccccc2F)s1,-11,-17,13,-12,12,3,-4,-93
C=CCc1cccc(/C=N/n2cnnc2)c1O,-1,-4,19,-9,13,4,-4,-5
COCC1CCN(C(=O)c2cc(COc3ccc4c(c3)CCCC4)on2)C1 (stereo unspecified),-12,3,11,-13,32,-8,3,-1
Cc1ccc(N(CC(N)=O)C2SC(=O)N(C)C2=O)cc1 (stereo unspecified),8,4,10,3,0,0,-2,-7
COc1ccc(C[C@H]2CN3C(=NC[C@H]3C)N2CCNC(=O)c2ccc(C)c(Br)c2)cc1,-2,2,-5,20,12,11,-24,-6
COC(=O)[C@H](Cc1ccccc1)NC(=O)[C@@H](N)CC(=O)O,2,-1,-34,-4,7,-17,9,6
S=C(NCCc1ccccc1)Nc1ccccn1,0,-4,-74,-32,-9,-15,-34,-42
COc1cccc(OCCSc2nc(C)c(Cc3ccccc3)c(=O)[nH]2)c1,-11,-9,8,-2,-1,6,0,12
COc1ccc(N2CCN(Cc3nc4c(c(=O)n(C)c(=O)n4C)n3CC(C)=O)CC2)cc1,-7,1,-15,-2,6,4,17,10
C#CCOCCOCCOCCNc1nc(N2CCN(C(=O)Cn3cc(CCCN=C(N)N)nn3)CC2)nc(N2CCN(C(=O)[C@H]([C@@H](C)O)n3cc(CCCCN)nn3)CC2)n1,9,0,20,1,1,31,18,8
COc1ccccc1-n1c(=O)[nH]c2c(C(N)=O)nc(CC(C)C)nc21,-2,-8,12,-3,-8,5,8,8
CCOc1cc(C)nc(NCc2ccccc2)n1,8,-4,-98,-9,13,0,-5,-7
CCOc1ccc(N(CC)C(=O)COc2cc(=O)n(CC)c3ccccc23)cc1,6,-2,2,6,6,-22,12,5
O=C(COC(=O)c1cc(Br)ccc1O)Nc1cc(S(=O)(=O)N2CCCC2)ccc1Cl,7,2,.,15,7,.,.,.
CCCc1c2c(cc3c(=O)cc(C(=O)OCC)oc13)CCCC2,9,11,-5,2,13,-5,13,10
COc1cccc(C(O)C2OC(=O)c3ccccc32)c1OC (stereo unspecified),-7,-10,-16,5,9,-10,8,-3
Cc1ccc(-n2nnnc2SCC(=O)NCC2CCCO2)cc1C (stereo unspecified),4,3,-3,-3,11,3,-49,-5

# Record cards, as listed above:
# `Cc1ccc(N(CC(N)=O)C2SC(=O)N(C)C2=O)cc1` (stereo unspecified) as listed: EBI2 antag: 8; CXCR6 inh: 4; 697 NFkB inh: 10; Gli-Sufu block: 3; CCR6 antag: 0; UBC13 inh: 0; APJ antag: -2; Jurkat NFkB inh: -7
# `CCOc1cc(C)nc(NCc2ccccc2)n1` as listed: EBI2 antag: 8; CXCR6 inh: -4; 697 NFkB inh: -98; Gli-Sufu block: -9; CCR6 antag: 13; UBC13 inh: 0; APJ antag: -5; Jurkat NFkB inh: -7
# `O=C(COC(=O)c1cc(Br)ccc1O)Nc1cc(S(=O)(=O)N2CCCC2)ccc1Cl` as listed: EBI2 antag: 7; CXCR6 inh: 2; 697 NFkB inh: .; Gli-Sufu block: 15; CCR6 antag: 7; UBC13 inh: .; APJ antag: .; Jurkat NFkB inh: .

# Carrying on.
SMILES,EBI2 antag,CXCR6 inh,697 NFkB inh,Gli-Sufu block,CCR6 antag,UBC13 inh,APJ antag,Jurkat NFkB inh
Cc1cc(C)n(C(=O)c2cccc(S(=O)(=O)N3CCCCC3)c2)n1,8,-9,8,-2,9,-7,-13,2
COC(=O)c1ccc(C)c(NC(=O)c2ccc(CN3CCc4ccccc4C3)cc2)c1,-2,9,-8,36,8,4,-15,6
CCOc1ccccc1C(=O)NCC(=O)Nc1ccc(-c2ccccc2)cc1,-6,-1,-6,-10,3,-8,6,-5
CN(C)c1ccc(N=Cc2nc(-c3ccccc3)oc2OC(=O)c2ccccc2)cc1,-7,13,-56,-77,29,-11,15,-86
COC(=O)c1ccc(S(=O)(=O)N2CCCCC2)o1,-1,-5,14,9,-5,2,7,8
CCN(CC)C(=O)Cn1cc(C(=O)C(=O)NCCc2ccc(S(N)(=O)=O)cc2)c2ccccc21,0,7,18,18,7,8,11,9
CCn1c(=N)n(CC(=O)c2ccc(OC)c(OC)c2)c2ccccc21,0,9,-8,-5,1,-5,12,-8
CCCNC(=O)COc1coc(CN2CCN(c3ccc(F)cc3)CC2)cc1=O,1,7,16,-3,-5,1,-48,21
CCOc1cccc(C(=O)NC2=NCCS2)c1,3,-12,-204,-130,2,-7,6,-122
COc1ccc(Cl)cc1C(=O)CSc1nc(N)cc(N)n1,-6,-6,-14,-5,-1,-16,9,-3
CCOc1ccc(NC(=O)CN(C)C(=O)c2c(-c3c(F)cccc3Cl)noc2C)cc1OCC,-1,-9,-2,18,11,-4,-3,-6
O=C(Nc1ccc(-c2cn3c(n2)SCC3)cc1)c1ccco1,-8,5,-39,-43,2,-10,-4,-71
CCCCc1ccc(-n2nnnc2SCC(=O)Nc2cc(OC)c([N+](=O)[O-])cc2C)cc1,22,75*,17,8,1,3,7,16
CNC(=S)N1N=C(c2ccccc2)CC1c1ccccc1Cl (stereo unspecified),12,6,7,2,17,-11,2,32
COc1ccc(C(=O)Nc2ccc(CN3CCOCC3)cc2)cc1,5,-10,-11,-22,4,-1,8,-36
Cc1ccccc1C(=O)O,4,-1,17,-5,-7,-9,-2,3
Cc1ccc(C2CC(C(F)(F)F)n3ncc(C(N)=O)c3N2)cc1 (stereo unspecified),-3,4,-1,26,-11,6,14,5
Cc1c(CN(C)C)c2c(n1Cc1ccccc1)C(=O)c1ccc(Br)cc1-2,10,10,14,14,-18,-73,8,7
CN(C)c1ccc(C(=S)NC2CCCCC2)cc1,-5,14,-49,-65,11,-9,9,-66
CN(Cc1cc([N+](=O)[O-])c2cccnc2c1O)C1CCCCC1,.,.,-18,.,.,-18,-38,-23
CCOc1ccc(NC(=O)CN(c2ccc(OC)cc2)S(C)(=O)=O)cc1,-20,-2,-57,-48,-5,-5,5,-54
Clc1cccc(CSc2ncn(-c3ccccc3)n2)c1,6,1,-25,-45,0,10,1,-34
O=C(Oc1cccnc1)c1cc(S(=O)(=O)N2CCOCC2)ccc1Cl,-15,7,-25,-4,17,14,11,3
O=c1[nH]c(O)c(C=Nc2ccc(Cl)cc2Cl)c(=O)[nH]1,-5,-7,.,2,9,.,.,.
Cc1ccc2cc(/C=N/NC(=O)[C@H]3C[C@@H]3c3ccccc3)c(Cl)nc2c1,1,4,1,1,2,-5,10,9
Cc1noc(C)c1CSCC(=O)OCC(=O)N1CC(=O)Nc2ccccc21,9,3,-4,-5,4,4,-6,10

# Arranged by heavy-atom count (smallest number first): part of the list above
SMILES,EBI2 antag,CXCR6 inh,697 NFkB inh,Gli-Sufu block,CCR6 antag,UBC13 inh,APJ antag,Jurkat NFkB inh
Clc1cccc(CSc2ncn(-c3ccccc3)n2)c1,6,1,-25,-45,0,10,1,-34
Cc1ccc2cc(/C=N/NC(=O)[C@H]3C[C@@H]3c3ccccc3)c(Cl)nc2c1,1,4,1,1,2,-5,10,9
Cc1noc(C)c1CSCC(=O)OCC(=O)N1CC(=O)Nc2ccccc21,9,3,-4,-5,4,4,-6,10

# Source: PubChem
